Screens from PubChem BioAssay.
NLRP3 yeast inh – inhibitors of NALP3 inflammasome in yeast | inhibition, % at 10 µM | AID 2825 | Yeast reconstituted NLRP3/ASC/caspase-1, beta-gal luminescence, 24 h | 0.39% of 330,000 active;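 active = inhibition of 50% or more; inactive = inhibition below 50%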;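 also: plate controls were induced DMSO wells for no effect and uninduced yeast grown without galactose for full effect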
SENP7 inh – inhibitors of human SENP7 protease; Q9BQF6; recombinant SENP7, Z-RLRGG-aminoluciferin luminescence, 40 min; inhibition, % at 5 µM; 1.5% of 330,000 active; AID 434973;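 active = inhibition above about 50% at the single test dose, limit read from the data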;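 also: plate controls were DMSO with enzyme for no effect and no enzyme buffer wells for full effect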
Target sequence (Q9BQF6 706-1050 limits assumed): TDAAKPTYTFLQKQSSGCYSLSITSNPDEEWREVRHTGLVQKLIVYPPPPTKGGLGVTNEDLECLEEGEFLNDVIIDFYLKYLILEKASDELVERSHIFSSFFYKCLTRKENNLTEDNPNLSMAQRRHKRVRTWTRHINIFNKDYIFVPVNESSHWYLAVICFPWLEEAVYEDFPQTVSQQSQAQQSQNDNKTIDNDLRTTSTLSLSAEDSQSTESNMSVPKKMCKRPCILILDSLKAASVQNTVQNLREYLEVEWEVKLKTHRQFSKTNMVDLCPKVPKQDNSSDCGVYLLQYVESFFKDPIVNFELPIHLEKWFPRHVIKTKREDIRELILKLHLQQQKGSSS
Apaf-1 inh – inhibitors of human Apaf-1 apoptosome; 0.71% of 330,000 active; AID 489030; reconstituted apoptosome caspase-3 activity, DEVD-Rh110 fluorescence; inhibition, % at 20 µM; active = inhibition of at least 40% at 20 µM;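 also: plate controls were DMSO wells for no effect and DEVD-CHO caspase inhibitor wells for full effect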
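System: Apoptosome proteins | Medium: Hepes pH 7.5 with detergent and BSA | Also added: Cytochrome c trigger plus (Z-DEVD)2-Rh110 caspase-3 substrate | Incubation: 30 min compound preincubation, 50 min activation, room temperature | Detection: Rhodamine 110 fluorescence at Ex 480/Em 540 nm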
SENP8 block-1 – SENP8 (human) protease inhibition; Q96LD8; recombinant SENP8, Nedd8 substrate fluorescence; inhibition, % at 20 µM; 0.64% of 360,000 active; AID 602440; in the data active = inhibition mostly above about 40%, no sharp cut-off; inactive = mostly below about 27%
Target sequence (Q96LD8 whole entry, looked up): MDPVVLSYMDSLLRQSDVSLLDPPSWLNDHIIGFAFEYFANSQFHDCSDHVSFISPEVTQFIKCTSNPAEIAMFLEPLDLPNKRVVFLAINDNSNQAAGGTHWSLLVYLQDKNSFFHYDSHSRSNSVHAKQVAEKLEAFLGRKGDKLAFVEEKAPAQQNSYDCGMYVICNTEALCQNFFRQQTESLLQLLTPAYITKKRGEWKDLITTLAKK
SENP8 block-2 – blocks the human protease SENP8. purified SENP8, Z-RLRGG-aminoluciferin cleavage, luminescence. AID 2540. 1.2% of 330,000 active. Q96LD8. inhibition, % at 10 µM; in the data active = inhibition above about 50%
HKDC1 inhibitor – blocks human hexokinase HKDC1 activity | Q2TB90 | recombinant HKDC1, G6PDH/diaphorase resazurin coupled fluorescence | inhibition, % at 20 µM | 0.16% of 340,000 active;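 active = inhibition above about 35% when tested at 20 µM, limit read from the data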;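 also: plate controls were DMSO wells with enzyme for no effect and DMSO wells lacking enzyme for full effect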
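Assay system: in-house recombinant HK5 (HKDC1) enzyme. Input: HKDC1 at 5 µg/mL. Medium: Tris pH 8.0 buffer with MgCl2, Tween-20, BSA, BME. Dosing: single 20 µM dose. Schedule: 90 min reaction incubation at room temperature, dark. Signal: resazurin-to-resorufin fluorescence via G6PDH and diaphorase coupling, 525/613 nm. Controls: DMSO-enzyme wells negative, buffer-substituted wells positive.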
SENP6 block – SENP6 protease inhibition. Recombinant SENP6 catalytic domain, aminoluciferin luminescence. inhibition, % at 10 µM. 1.8% of 330,000 active. AID 2599;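 active = inhibition above about 50% at the single tested dose, limit read from the data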;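 also: plate controls were DMSO wells with enzyme for no effect and DMSO wells lacking enzyme for full effect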
PfG6PD inh – PfG6PD (Plasmodium falciparum) enzyme inhibition | PfGluPho enzyme, NADPH resazurin-diaphorase fluorescence | inhibition, % at 20 µM | 0.78% of 350,000 active | AID 504690;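 active = inhibition reaching at least a set limit at 20 µM in the primary screen, cut at about 59% in these data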;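 also: 0% = DMSO wells with substrate and 100% = DMSO wells lacking glucose-6-phosphate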
SENP1 inh – blocks the human SENP1 SUMO protease catalytic domain; recombinant SENP1 catalytic domain, CyPet-SUMO1-YPet FRET cleavage; inhibition, % at 10 µM; 0.21% of 360,000 active;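 active = inhibition at least 30% at 10 µM, raw YFP signal under a set limit, fluorescence ratio 0.5 to 1.5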;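 also: 0% = enzyme with DMSO and 100% = no enzyme wells; some results filed as inactive read as strong as hits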
Target sequence (Q9P0U3 419-644 limits assumed): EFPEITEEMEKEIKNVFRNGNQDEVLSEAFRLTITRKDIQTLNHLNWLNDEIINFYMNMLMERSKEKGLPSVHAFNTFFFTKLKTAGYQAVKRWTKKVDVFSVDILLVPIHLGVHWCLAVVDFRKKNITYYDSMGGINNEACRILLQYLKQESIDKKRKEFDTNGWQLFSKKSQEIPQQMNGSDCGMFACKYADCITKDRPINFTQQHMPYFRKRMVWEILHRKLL
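Controls: no-enzyme wells low, DMSO-plus-enzyme wells high control. Test system: human recombinant His6-tagged SENP1 catalytic domain enzyme. Reagent: SFCypet-SUMO1-SFYpet FRET protein substrate, 25 nM final. Doses: one dose per compound, 10 µM, 0.5% DMSO. Detection: FRET, CFP and YFP emission. Timing: 50 min reaction at room temperature.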
Numbers without * were called inactive; i = inactive; . = no result given.

SMILES | NLRP3 yeast inh | SENP7 inh | Apaf-1 inh | SENP8 block-1 | SENP8 block-2 | HKDC1 inhibitor | SENP6 block | PfG6PD inh | SENP1 inh
COc1ccc(OC)c(N2C(=O)CC(C(C)c3ccccc3)C2=O)c1 (stereo not given) | 4 | -9 | 2 | 14 | -11 | -5 | -6 | -5 | 1
CCNc1nc(SCC(=O)Nc2ccc(Cl)c(Cl)c2)nc(N2CCOCC2)n1 | 12 | -1 | 21 | 5 | -2 | 4 | -6 | -1 | -1
CC(C)=NNc1nc(-c2ccccc2)c(C)s1 | 21 | 3 | 3 | -27 | -6 | -10 | 6 | 28 | -5
COc1ccccc1OCC(=O)Nc1nc2c(s1)CCCC2 | 34 | 7 | 4 | 9 | 0 | -4 | 6 | 9 | -1
N#C/C(=C\c1cn(CCOc2ccccc2)c2ccccc12)C(=O)NCc1ccco1 | 24 | 1 | 3 | -4 | -1 | 4 | 6 | -22 | -98
CC(Sc1nc2ccccc2s1)C(=O)NCc1ccc2c(c1)OCO2 (stereo not given) | 32 | -1 | -1 | 4 | -13 | -5 | -6 | 14 | 2
CC(OC(=O)C1CSC2(C)CCC(=O)N12)C(=O)Nc1ccc(F)cc1 (stereo not given) | 15 | -1 | 6 | 12 | -13 | 0 | -22 | -9 | 0
CC(C)c1ccc(N2CC(C)(C)C2=O)cc1 | 9 | -6 | 9 | 6 | -5 | -8 | -5 | 8 | 2
CCOC(=O)c1sc(NC(=O)C2CC(=O)N(c3ccc(OCC)cc3)C2)nc1C (stereo not given) | 6 | 3 | 3 | 9 | 6 | -4 | -21 | -16 | -2
O=C(CN1CCCC1)Nc1ccc(-c2nc3cc(NC(=O)CN4CCCC4)ccc3o2)cc1 | 12 | 1 | 7 | -323 | 3 | 1 | 4 | 1 | -2
CCn1c(SCC(=O)NCc2ccco2)nnc1C1CCCC1 | 10 | -6 | 0 | 4 | -16 | -4 | -9 | 9 | -1
CNc1nc2c3ccccc3n(C(C)=O)c2s1 | 31 | 2 | -1 | 18 | 0 | -2 | 5 | 27 | 0
COc1ccc(OCc2cc(=O)[nH]c3ccccc23)cc1 | -8 | 1 | 10 | 1 | 1 | 0 | 20 | 21 | -1
c1ccc(Cn2c(CN3CCCC3)nc3ccccc32)cc1 | -2 | -1 | 3 | -69 | -2 | -1 | -24 | -9 | -11
CS(=O)(=O)c1ccccc1C(=O)Nc1ccc(S(=O)(=O)N2CCCC2)cc1 | 1 | -13 | -10 | 5 | 4 | -6 | -7 | 9 | -1
COc1ccc(Cl)cc1NC(=O)CNc1ccccc1N1CCOCC1 | 10 | -9 | 23 | 6 | -7 | -11 | -3 | -3 | 3
CCCCn1c(N)c(N(CCOC)C(=O)CSCc2ccc(Cl)c(Cl)c2)c(=O)[nH]c1=O | -2 | 0 | 10 | -18 | 6 | -2 | 6 | 11 | -12
O=C(CSc1nnc(CCc2nc3ccccc3[nH]2)n1-c1ccccc1)NCc1ccccc1 | 1 | -3 | 5 | 26 | -4 | -6 | -28 | 1 | 0
O=C(/C=C/c1cccs1)Nc1sc2c(c1C(=O)O)CCCC2 | 12 | 8 | 16 | 20 | 55* | 28 | 74* | 50 | 11
Cc1ccc(P(=O)(CSC(=N)N)c2ccc(C)cc2)cc1 | -1 | 1 | -18 | 11 | -3 | -8 | 11 | 12 | 3
Cc1cc(C)n(-c2cc(-c3ccccc3)nc(C)n2)n1 | 17 | -8 | 7 | 6 | -5 | 4 | -6 | 4 | 2
O=S(=O)(/N=C(/Nc1cccnc1Cl)c1ccccc1)c1ccccc1 | 16 | 2 | 16 | 17 | -14 | 6 | -13 | 1 | 2
Cc1ccc(NC(=O)C2CCCN(S(=O)(=O)c3c(C)noc3C)C2)cc1F (stereo not given) | 23 | -12 | 6 | 18 | -9 | 4 | -17 | 7 | 0
Cc1ccc(SCC(=O)NCC2COc3ccccc3O2)cc1 (stereo not given) | 18 | -11 | 21 | 9 | -10 | 1 | -7 | 1 | 0
COc1ccc(OCc2cc(C(=O)N3CCN(C4CCCC4)CC3)no2)c(Cl)c1 | 25 | 0 | 24 | 2 | -5 | 1 | -2 | 3 | -1
CN1C(=O)/C(=C/c2ccccc2OCc2ccc(F)cc2)N(C)C1=S | 26 | -3 | 3 | 11 | 1 | 1 | -3 | 21 | -95
Cn1c2cc(C#N)sc2c2cnn(Cc3ccc(F)cc3)c(=O)c21 | -7 | 4 | 12 | 3 | 3 | 0 | 12 | -3 | 3
COc1ccc(C(=O)c2ccc(Br)cc2)cc1 | 23 | 0 | -1 | 9 | 6 | -5 | 4 | -3 | 2
O=C(c1cc(-c2ccc(O)cc2)on1)N1CCCCCC1 | 9 | -12 | 13 | -1 | -14 | 0 | 13 | -10 | -1
O=C(O)c1cccc(OS(=O)(=O)c2cc(Br)ccc2Br)c1 | 5 | -2 | 8 | 13 | -11 | -1 | -17 | -26 | 4
COc1cccc(C(=O)NCC(=O)N/N=C/c2cn[nH]c2-c2ccccc2)c1 | 14 | 7 | -12 | 6 | 8 | -6 | 11 | -8 | 2
CCOc1ccc2nc(NCCNC(=O)Nc3ccccc3)c(C#N)cc2c1 | . | . | . | -286 | . | -2 | . | -4 | -26
Cc1ccc(CN2CCN(Cc3cnn(-c4ccc(F)cc4)c3)CC2CCO)o1 (stereo not given) | -6 | -7 | 9 | 8 | -8 | -9 | -14 | 11 | -1
Fc1cccc(Nc2ncnc3c2cnn3-c2ccccc2)c1 | 63* | -9 | 24 | -186 | -21 | 1 | -9 | 70* | -3
COc1ccc(C2(c3ccc(OC)cc3)NC(=O)N(CC(=O)NC3CCCC3)C2=O)cc1 | -3 | -6 | 10 | 15 | -4 | -5 | 1 | 2 | 1
CC(C)CCNC(=O)c1onc(CSc2ccncc2)c1C(=O)NCCC(C)C | 1 | 3 | 22 | 8 | -6 | -1 | -6 | 14 | 2
C[C@@H]1CN([C@@H](C)CO)C(=O)c2cc(N(C)C)ccc2O[C@@H]1CN(C)S(C)(=O)=O | 9 | -2 | 3 | -258 | 5 | 2 | -3 | 18 | 1
c1ccc2[nH]c(CN3CCCCC3)nc2c1 | 13 | 4 | -19 | 6 | 4 | -13 | 2 | -8 | 1
O=C(c1ccccc1)c1c(O)cc(-c2ccccc2)oc1=O | 11 | -3 | -5 | 8 | -17 | -6 | -30 | -33 | 1
Cc1ccc(NC2CCCN(C(=O)CCCN3CCCCC3=O)C2)cc1C (stereo not given) | 0 | -3 | -3 | 6 | -6 | 9 | 2 | 6 | 0
O=C(c1cc(COc2ccc(F)cc2Cl)on1)N1CCSCC1 | 26 | -1 | 13 | 3 | -5 | 0 | -19 | 6 | -2
Cc1nn(C)c(C)c1CN(Cc1nc(CCC(C)C)no1)C(C)C | 12 | 7 | -1 | 13 | 4 | -11 | -11 | -8 | 1
CCCOc1ccc(S(=O)(=O)NNC(=O)c2cc3ccccc3o2)cc1 | 25 | -3 | 13 | 11 | -6 | -4 | -7 | -18 | 2
Oc1ccc(Nc2ncnc3c2oc2ccccc23)cc1 | 10 | 3 | 10 | -20 | 3 | -5 | 9 | 3 | 3
Cc1occc1C(=O)NCCc1cccc(Cl)c1 | 33 | -14 | 0 | 20 | -14 | -7 | 6 | 13 | 1
COc1cc(C(=O)NC(C)Cc2ccccn2)ccc1OC1CCN(C(C)=O)CC1 (stereo not given) | 6 | 3 | -4 | 16 | 13 | -8 | 14 | 8 | -3
CCCC(=NCC(=O)O)C1=C(O)C(C(=O)OC)C(C)(C)CC1=O (stereo not given) | -15 | 7 | -13 | 8 | -3 | -7 | -15 | -18 | -2
O=S1(=O)NC(=NCc2ccco2)c2ccccc21 | 6 | -1 | -12 | 8 | 0 | -9 | -4 | 4 | 2
COc1ccc(-n2cnnc2SCC(=O)Nc2cccc([N+](=O)[O-])c2)cc1 | -5 | -5 | 1 | 18 | -4 | -9 | -5 | 5 | 4
Cc1nc2cc(NC(=O)N3CC4(C)CC3CC(C)(C)C4)ccc2n1C (stereo not given) | 24 | 3 | -15 | 16 | -3 | 4 | -5 | -13 | -1
Cc1ccccc1-n1c(Cn2c(=O)sc3ccccc32)nnc1SCC(=O)NCC1CCCO1 (stereo not given) | -6 | -7 | -3 | 3 | 9 | -4 | 10 | 9 | -1
Cc1ccc2c(c1)-c1ccccc1S(=O)(=O)N2 | 8 | -3 | -8 | -263 | -6 | 0 | 4 | -6 | 0
O=C(NCCc1ccc2c(c1)OCCO2)c1ccccn1 | 22 | 6 | -3 | 7 | 2 | -6 | 2 | -3 | 1
Cc1ccc(N(C(=O)Cn2nnc3ccccc32)C(C(=O)NCc2ccco2)c2cccnc2)cc1 (stereo not given) | 4 | 4 | -1 | 12 | 4 | 3 | 6 | -4 | 2
O=C(CN1C(=O)c2cccnc2Oc2ccc(Cl)cc21)NC1CCCCC1 | 8 | -3 | 1 | 8 | 2 | -7 | 1 | -11 | 2
Cn1cccc1C(=O)Nc1ccc(N2CCOCC2)cc1 | 1 | 62* | 12 | 16 | 37 | 1 | 24 | -6 | 1
COc1ccc(NCN2C(=O)C3C4C=CC(C4)C3C2=O)cc1 (stereo not given) | 14 | 1 | -1 | 30 | -11 | -9 | -22 | 21 | 1
Nc1ccn(-c2ncc(C(F)(F)F)cc2Cl)c(=O)n1 | 14 | 0 | 6 | -330 | 2 | 1 | -2 | -2 | -57
C=CCOC(=O)c1ccccc1C(=O)OCC=C | 21 | 8 | -7 | 0 | 3 | -6 | -8 | -4 | 3
CSc1ccc(CN2CCCCCC2)cc1 | 0 | 6 | -2 | 25 | -8 | 4 | 10 | -8 | 2
CCCS(=O)(=O)N1CCCC(C(=O)NCCN2CCOCC2)C1 (stereo not given) | -4 | -2 | 0 | 29 | -10 | -12 | -18 | -7 | 3
COc1ccc(S(=O)(=O)N2CCC(NC(=O)OCc3c(Cl)cccc3Cl)CC2)cc1 | 12 | 0 | 21 | -2 | 5 | -2 | 10 | 1 | 0
CC1(OC(=O)CCc2ccccc2)C(=O)C=C2C=C(c3ccc(C#N)cc3)N(Cc3ccccc3)C=C2C1=O (stereo not given) | 22 | 2 | 13 | i | 0 | 36* | 8 | 84* | -65

Three compounds drawn at random from the list so far, as already listed:
SMILES | NLRP3 yeast inh | SENP7 inh | Apaf-1 inh | SENP8 block-1 | SENP8 block-2 | HKDC1 inhibitor | SENP6 block | PfG6PD inh | SENP1 inh
COc1ccc(OCc2cc(=O)[nH]c3ccccc23)cc1 | -8 | 1 | 10 | 1 | 1 | 0 | 20 | 21 | -1
O=C(O)c1cccc(OS(=O)(=O)c2cc(Br)ccc2Br)c1 | 5 | -2 | 8 | 13 | -11 | -1 | -17 | -26 | 4
COc1ccc(OCc2cc(C(=O)N3CCN(C4CCCC4)CC3)no2)c(Cl)c1 | 25 | 0 | 24 | 2 | -5 | 1 | -2 | 3 | -1
